ASAP1 GAP inh = ASAP1 ArfGAP inhibition; Q9ULH1; AID 624377; hit rate 0.19% among 360,000; inhibition, % at 16.5 µM; ASAP1-stimulated ARF1 GTP hydrolysis, GDP FP detection; in the data active means inhibition above about 25%;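 further: 0% = vehicle with enzyme and substrate and 100% = no enzyme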
ARFGAP1 inhibitor = inhibitors of rat ARFGAP1; Q62848; Arfgap1-stimulated ARF1 GTP hydrolysis, GDP FP detection; inhibition, % at 16.5 µM; hit rate 0.26% among 360,000;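 active means inhibition above a per-plate limit, mean inhibition of low control wells plus 3 SD, cut at about 25% in these data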;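 further: 0% = DMSO wells with enzyme and 100% = wells lacking Arfgap1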
Target sequence (Q62848 1-136 limits assumed): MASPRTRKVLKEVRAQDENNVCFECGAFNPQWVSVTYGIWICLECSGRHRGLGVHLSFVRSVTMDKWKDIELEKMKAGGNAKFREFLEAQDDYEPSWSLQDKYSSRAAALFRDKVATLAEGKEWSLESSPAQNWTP
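system = rat Arfgap1 catalytic domain, aa 1-136 | technique = FP, GDP Alexa 633 tracer displaced from anti-GDP antibody, 620/688 nm | compound = one concentration, 16.5 µM, DMSO 1.26% | medium = HEPES-based buffer, pH 7.5 | timing = compound-enzyme preincubation 20 min, reaction 120 min, detection 60 min, 25 °C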
DDE Tn7 FP inh = disrupts Tn7 cyclic peptide binding to fibrin D-Dimer-E complex | P02675 | FP displacement of FITC-Tn7 peptide from fibrin DD(E); 0% = median of compound wells per plate | inhibition, % at 8.3 µM | hit rate 0.13% among 370,000;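 active means inhibition above the mean of compounds falling within the control limits plus 3 SD of them, cut at about 14% in these data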;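 further: 0% = plate median of compound wells and 100% = 10 µM Aha-Tn7 peptide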
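Test system: human clot-derived fibrin DD(E) complex / Quantity: 2 µM final DD(E) protein / Incubation: 10 min plus 3 h, room temperature / Measured by: fluorescence polarization / Benchmarks: high control of 10 µM Aha-Tn7 peptide / Replicates: singlicate testing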
HGIII-sPLA2 inh = Blocks human group III sPLA2 activity. QFRET BODIPY PC-A2 liposome hydrolysis, fluorescence. inhibition, % at 12.2 µM. Q9NZ20. hit rate 0.56% among 370,000;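 active means inhibition above mean plus 3 SD of compounds lying within the high and low control bounds, cut at about 19% in these data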;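 further: 0% = median of test compound wells and 100% = no enzyme DMSO wells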
PLCg1 inh = PLC-gamma1 (human) inhibition, primary screen; P19174; purified PLC-gamma1, fluorogenic substrate, fluorescence; inhibition, % at 12.2 µM; hit rate 0.84% among 370,000; AID 720700; in the data active means inhibition above about 9.5%
Tn6 DDE FP = DD(E)-Tn6 binding inhibition, primary FP screen; P02675; Fibrin DD(E) TRITC-Tn6 fluorescence polarization displacement; inhibition, % at 8.3 µM; hit rate 0.21% among 370,000; AID 720509;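 active means inhibition above a per-campaign cutoff: mean of compounds within control limits plus 3 SD, cut at about 15% in these data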;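 further: 0% = median of all compound wells on the plate and 100% = blocking peptide control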
NR1D1 modulator = modulators of human Rev-erb alpha DNA binding. P20393. Rev-erbα–FITC-DNA binding, fluorescence polarization, 90 min. activity, % at 10 µM. hit rate 0.79% among 370,000. AID 1259318;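 active means activity above about 14%, limit read from the data; passing the limit was not always enough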;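 further: 0% = DMSO wells with 35 nM protein and 100% = DMSO wells with 750 nM protein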
UHRF1 MBD2 ctr = blocks human UHRF1 binding to methylated DNA. Q96T88. UHRF1 binding to methylated oligo, TR-FRET. inhibition, % at 4.4 µM. hit rate 0.75% among 370,000. AID 687016; in the data active means inhibition above about 21%;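 further: UHRF1 SRA domain binding a hemimethylated CpG hairpin DNA probe; 0% = median of test compound wells and 100% = reference inhibitor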
Target sequence (Q96T88 whole entry, looked up, the tested form may be a part): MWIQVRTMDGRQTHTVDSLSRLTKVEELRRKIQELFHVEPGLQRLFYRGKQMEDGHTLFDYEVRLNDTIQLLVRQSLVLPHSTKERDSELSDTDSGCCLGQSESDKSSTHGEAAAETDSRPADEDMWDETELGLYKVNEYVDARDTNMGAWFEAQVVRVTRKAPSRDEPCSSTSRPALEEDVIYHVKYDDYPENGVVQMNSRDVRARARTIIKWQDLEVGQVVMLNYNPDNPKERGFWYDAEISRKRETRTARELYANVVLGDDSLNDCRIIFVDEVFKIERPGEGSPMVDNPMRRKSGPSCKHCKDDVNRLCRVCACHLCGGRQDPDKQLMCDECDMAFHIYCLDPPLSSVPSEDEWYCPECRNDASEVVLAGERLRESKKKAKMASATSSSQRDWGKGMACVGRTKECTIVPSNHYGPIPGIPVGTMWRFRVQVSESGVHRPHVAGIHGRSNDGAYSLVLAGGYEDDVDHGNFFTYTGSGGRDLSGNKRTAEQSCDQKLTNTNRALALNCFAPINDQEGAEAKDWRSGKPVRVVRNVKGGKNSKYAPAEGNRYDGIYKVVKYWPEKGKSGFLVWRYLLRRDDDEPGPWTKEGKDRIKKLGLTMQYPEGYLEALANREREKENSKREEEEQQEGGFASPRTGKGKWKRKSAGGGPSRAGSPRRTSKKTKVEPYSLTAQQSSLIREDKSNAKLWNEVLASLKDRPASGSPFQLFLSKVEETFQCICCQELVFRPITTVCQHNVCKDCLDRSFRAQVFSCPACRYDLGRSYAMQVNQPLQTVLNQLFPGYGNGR
KLK7 zymogen act = activators of human kallikrein-7 zymogen | hit rate 0.9% among 370,000 | purified proKLK7, EDANS-DABCYL substrate fluorescence; 100% is mature enzyme control, 0% vehicle | activation, % at 7 µM;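 active means activation above the mean of all tested compounds plus 3 SD, computed per campaign excluding outliers beyond control limits, cut at about 13% in these data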
PLCb3 inh = blocks human PLC-beta3 enzyme activity. Q01970. Purified PLC-beta3, fluorogenic substrate, fluorescence. inhibition, % at 12.2 µM. hit rate 0.18% among 370,000; in the data active means inhibition above about 11%;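 further: 0% = median of compound wells on plate and 100% = full blocker control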
Numbers without * were called inactive.

How did Cc1ccc(-c2cc(NC(=O)Cc3c(C)[nH]c4ccccc34)ccc2Nc2cccnc2)cc1 do in these assays?
ASAP1 GAP inh: 0; ARFGAP1 inhibitor: 3; DDE Tn7 FP inh: 0; HGIII-sPLA2 inh: 3; PLCg1 inh: 0; Tn6 DDE FP: 6; NR1D1 modulator: -5; UHRF1 MBD2 ctr: -1; KLK7 zymogen act: -0.5; PLCb3 inh: -5

Results for COc1ccc([N+](=O)[O-])cc1NC(=O)CSCc1ccccc1C ?
ASAP1 GAP inh: 6; ARFGAP1 inhibitor: 2; DDE Tn7 FP inh: -2; HGIII-sPLA2 inh: -2; PLCg1 inh: 2; Tn6 DDE FP: -3; NR1D1 modulator: 1; UHRF1 MBD2 ctr: 1; KLK7 zymogen act: 0.9; PLCb3 inh: 3

How did CCOC(=O)c1c(-c2ccc(OC)cc2)csc1NC(=O)C1CCCO1 (stereo not drawn) do in these assays?
ASAP1 GAP inh: 7; ARFGAP1 inhibitor: 5; DDE Tn7 FP inh: -6; HGIII-sPLA2 inh: -7; PLCg1 inh: -11; Tn6 DDE FP: 4; NR1D1 modulator: 4; UHRF1 MBD2 ctr: -2; KLK7 zymogen act: -0.7; PLCb3 inh: -12

How did COc1ccc(NC(=O)c2cn(-c3ccccc3)nc2-c2ccncc2)cc1 do in these assays?
ASAP1 GAP inh: 3; ARFGAP1 inhibitor: -1; DDE Tn7 FP inh: -1; HGIII-sPLA2 inh: -3; PLCg1 inh: 2; Tn6 DDE FP: 0; NR1D1 modulator: 3; UHRF1 MBD2 ctr: -1; KLK7 zymogen act: 0.2; PLCb3 inh: 1

What do the screens show for `Cc1c(NC(=O)COc2cccc3c2OC(C)(C)C3)c(=O)n(-c2ccccc2)n1C`?
ASAP1 GAP inh: -16; ARFGAP1 inhibitor: 7; DDE Tn7 FP inh: -7; HGIII-sPLA2 inh: 0; PLCg1 inh: 1; Tn6 DDE FP: 2; NR1D1 modulator: 0; UHRF1 MBD2 ctr: -1; KLK7 zymogen act: 1.1; PLCb3 inh: 2

How did N#C/C(C(N)=O)=C1/CCc2ccccc2N1 do in these assays?
ASAP1 GAP inh: 0; ARFGAP1 inhibitor: 5; DDE Tn7 FP inh: 3; HGIII-sPLA2 inh: 1; PLCg1 inh: 2; Tn6 DDE FP: 8; NR1D1 modulator: -3; UHRF1 MBD2 ctr: -5; KLK7 zymogen act: 0.5; PLCb3 inh: -2

Results for Cc1cc(C)cc(OC(C)C(=O)Nc2ccc3c(c2)n(C)c(=O)n3C)c1 (stereo not drawn) ?
ASAP1 GAP inh: 2; ARFGAP1 inhibitor: 1; DDE Tn7 FP inh: -3; HGIII-sPLA2 inh: 11; PLCg1 inh: -3; Tn6 DDE FP: 4; NR1D1 modulator: 0; UHRF1 MBD2 ctr: 4; KLK7 zymogen act: -0.5; PLCb3 inh: -2

Results for O=C(Nc1nc2ccccc2[nH]1)c1ccccc1O ?
ASAP1 GAP inh: -18; ARFGAP1 inhibitor: 6; DDE Tn7 FP inh: 0; HGIII-sPLA2 inh: -1; PLCg1 inh: -58; Tn6 DDE FP: -2; NR1D1 modulator: 4; UHRF1 MBD2 ctr: -1; KLK7 zymogen act: -0.9; PLCb3 inh: -76

What do the screens show for `CC(=O)C1=NOC2C(=O)N(c3ccc(Cl)cc3)C(=O)C12` (stereo not drawn)?
ASAP1 GAP inh: 8; ARFGAP1 inhibitor: -1; DDE Tn7 FP inh: 4; HGIII-sPLA2 inh: 2; PLCg1 inh: 3; Tn6 DDE FP: 3; NR1D1 modulator: 4; UHRF1 MBD2 ctr: 2; KLK7 zymogen act: 0.1; PLCb3 inh: -3

Results for COc1cccc(CN2CCN(CC(=O)Nc3ccccc3Cl)CC2)c1 ?
ASAP1 GAP inh: -13; ARFGAP1 inhibitor: -9; DDE Tn7 FP inh: -3; HGIII-sPLA2 inh: -17; PLCg1 inh: 0; Tn6 DDE FP: -3; NR1D1 modulator: 3; UHRF1 MBD2 ctr: -1; KLK7 zymogen act: 0.5; PLCb3 inh: 3

Results for COC(=O)C(NC(=O)CCc1nnc2ccc(N3CCCCC3)nn12)C(C)C (stereo not drawn) ?
ASAP1 GAP inh: 7; ARFGAP1 inhibitor: 4; DDE Tn7 FP inh: -2; HGIII-sPLA2 inh: -2; PLCg1 inh: 0; Tn6 DDE FP: -6; NR1D1 modulator: 3; UHRF1 MBD2 ctr: -2; KLK7 zymogen act: -0.8; PLCb3 inh: -5

How did NC(=O)c1cccc2c(=O)oc3ccccc3c12 do in these assays?
ASAP1 GAP inh: -6; ARFGAP1 inhibitor: -1; DDE Tn7 FP inh: 12; HGIII-sPLA2 inh: 7; PLCg1 inh: -3; Tn6 DDE FP: 6; NR1D1 modulator: -3; UHRF1 MBD2 ctr: 3; KLK7 zymogen act: 0.3; PLCb3 inh: -3

How did CC1(C)Cc2ccccc2C(=C(C#N)C#N)N1 do in these assays?
ASAP1 GAP inh: 13; ARFGAP1 inhibitor: 10; DDE Tn7 FP inh: -7; HGIII-sPLA2 inh: 10; PLCg1 inh: 5; Tn6 DDE FP: 3; NR1D1 modulator: 6; UHRF1 MBD2 ctr: 2; KLK7 zymogen act: 0.6; PLCb3 inh: 2

Results for Cc1ccc2[nH]c(=O)c(CN(CC3CCCO3)C(=O)c3ccncc3)cc2c1 (stereo not drawn) ?
ASAP1 GAP inh: -1; ARFGAP1 inhibitor: -4; DDE Tn7 FP inh: -4; HGIII-sPLA2 inh: 7; PLCg1 inh: 2; Tn6 DDE FP: 6; NR1D1 modulator: -4; UHRF1 MBD2 ctr: 4; KLK7 zymogen act: 0.1; PLCb3 inh: -3

Results for C/C(=N\NC(=O)c1cccnc1)c1cc2ccccc2o1 ?
ASAP1 GAP inh: -1; ARFGAP1 inhibitor: -2; DDE Tn7 FP inh: 0; HGIII-sPLA2 inh: 3; PLCg1 inh: -1; Tn6 DDE FP: 0; NR1D1 modulator: 1; UHRF1 MBD2 ctr: -2; KLK7 zymogen act: -0.1; PLCb3 inh: -2

What do the screens show for `CC(=O)Nc1nnc(SCc2ccc(C(=O)Nc3ccccc3F)cc2)s1`?
ASAP1 GAP inh: -4; ARFGAP1 inhibitor: -9; DDE Tn7 FP inh: -3; HGIII-sPLA2 inh: -7; PLCg1 inh: 0; Tn6 DDE FP: -8; NR1D1 modulator: 1; UHRF1 MBD2 ctr: -3; KLK7 zymogen act: 0.1; PLCb3 inh: 3

What do the screens show for `Nc1c(C(=O)CSc2nccn2-c2ccc(Cl)cc2)c(=O)[nH]c(=O)n1C1CC1`?
ASAP1 GAP inh: 21; ARFGAP1 inhibitor: 13; DDE Tn7 FP inh: 0; HGIII-sPLA2 inh: 3; PLCg1 inh: -1; Tn6 DDE FP: 4; NR1D1 modulator: 0; UHRF1 MBD2 ctr: 0; KLK7 zymogen act: -0.2; PLCb3 inh: -4

Results for CC1(C)Cc2nc3sc(C(N)=O)c(N)c3cc2CO1 ?
ASAP1 GAP inh: 0; ARFGAP1 inhibitor: 3; DDE Tn7 FP inh: 1; HGIII-sPLA2 inh: 9; PLCg1 inh: -65; Tn6 DDE FP: -6; NR1D1 modulator: 0; UHRF1 MBD2 ctr: 2; KLK7 zymogen act: 1.3; PLCb3 inh: -88

How did COc1ccc(CN2C(=O)c3cccnc3C2=O)cc1S(=O)(=O)NC(C)C do in these assays?
ASAP1 GAP inh: 6; ARFGAP1 inhibitor: -2; DDE Tn7 FP inh: -3; HGIII-sPLA2 inh: 2; PLCg1 inh: 0; Tn6 DDE FP: -2; NR1D1 modulator: -1; UHRF1 MBD2 ctr: 0; KLK7 zymogen act: -0.7; PLCb3 inh: -2

What do the screens show for `Cc1ccccc1C(=O)NCC(c1ccco1)N1CCc2ccccc21` (stereo not drawn)?
ASAP1 GAP inh: 0; ARFGAP1 inhibitor: -4; DDE Tn7 FP inh: 5; HGIII-sPLA2 inh: 6; PLCg1 inh: -7; Tn6 DDE FP: 2; NR1D1 modulator: 0; UHRF1 MBD2 ctr: -3; KLK7 zymogen act: -0.5; PLCb3 inh: -4

How did CCNC(=S)N(CCc1ccc(OC)c(OC)c1)Cc1cc2cc(OC)ccc2[nH]c1=O do in these assays?
ASAP1 GAP inh: -5; ARFGAP1 inhibitor: 15; DDE Tn7 FP inh: 3; HGIII-sPLA2 inh: 3; PLCg1 inh: -11; Tn6 DDE FP: 2; NR1D1 modulator: 0; UHRF1 MBD2 ctr: 2; KLK7 zymogen act: 0.6; PLCb3 inh: -15

How did COc1ccc([C@H]2CN(c3ccccc3)C(=O)[C@@H]2CC(=O)Nc2ccccc2)cc1 do in these assays?
ASAP1 GAP inh: -8; ARFGAP1 inhibitor: -21; DDE Tn7 FP inh: 0; HGIII-sPLA2 inh: -4; PLCg1 inh: -2; Tn6 DDE FP: -10; NR1D1 modulator: -3; UHRF1 MBD2 ctr: -1; KLK7 zymogen act: 1.0; PLCb3 inh: -1

What do the screens show for `COc1cccc(NC(=O)C2(C)CCN2C(=O)C2CCCCC2)c1` (stereo not drawn)?
ASAP1 GAP inh: 18; ARFGAP1 inhibitor: 1; DDE Tn7 FP inh: -7; HGIII-sPLA2 inh: 5; PLCg1 inh: 3; Tn6 DDE FP: 0; NR1D1 modulator: -5; UHRF1 MBD2 ctr: 5; KLK7 zymogen act: 0.2; PLCb3 inh: 1

How did CC(C)(C)c1ccc(OCc2ccc(C(=O)Nc3cccnc3)o2)cc1 do in these assays?
ASAP1 GAP inh: -12; ARFGAP1 inhibitor: -4; DDE Tn7 FP inh: 3; HGIII-sPLA2 inh: -9; PLCg1 inh: 0; Tn6 DDE FP: -6; NR1D1 modulator: -2; UHRF1 MBD2 ctr: -2; KLK7 zymogen act: 0.3; PLCb3 inh: -3

How did CCN1CCN(C(=O)c2ccc(CN(c3ccccc3)S(=O)(=O)c3ccccc3)cc2)CC1 do in these assays?
ASAP1 GAP inh: -28; ARFGAP1 inhibitor: 2; DDE Tn7 FP inh: -2; HGIII-sPLA2 inh: -7; PLCg1 inh: 0; Tn6 DDE FP: -1; NR1D1 modulator: -1; UHRF1 MBD2 ctr: 1; KLK7 zymogen act: -0.4; PLCb3 inh: 2

Results for CCCCNc1c2c(nc3c(-c4ccccc4)c(C)nn13)CCC2 ?
ASAP1 GAP inh: 9; ARFGAP1 inhibitor: -9; DDE Tn7 FP inh: -2; HGIII-sPLA2 inh: 11; PLCg1 inh: -18; Tn6 DDE FP: -2; NR1D1 modulator: 0; UHRF1 MBD2 ctr: 4; KLK7 zymogen act: -5.9; PLCb3 inh: -26

Source: PubChem

Random draw from the library; any-hit rate near 4.5%.
